Source: PubChem (several laboratories)
NPY Y1 blocker: NPY-Y1 (human) receptor antagonism. P25929. HEK293-CNG Y1 cells, membrane potential fluorescence; NPY at EC95, then isoproterenol. inhibition, % at 3.6 µM. hit rate 1% among 200,000;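 active = inhibition above the campaign mean inhibition of all tested compounds plus 3 SD, cut at about 20% in these data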;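 note: 0% = DMSO wells given NPY plus isoproterenol and 100% = isoproterenol alone without NPY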
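Material: HEK293 cells with Y1 receptor plus CNG channel; times: compound incubation 1 h at room temperature, readout 45 min post-stimulation; signal: fluorescence, membrane potential probe; read-out basis: fluorescence ratio normalized to % inhibition between controls; benchmarks: full-block control isoproterenol-only wells, zero-block control NPY plus isoproterenol wells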
RBBP9 inh: inhibitors of human serine hydrolase RBBP9 | inhibition, % at 7.94 µM | AID 1515 | hit rate 0.2% among 220,000 | recombinant RBBP9, FP-Rh probe fluorescence polarization | O75884;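 active = inhibition above the campaign mean of all tested compounds plus 3 SD, cut at about 14% in these data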;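 note: plate controls were DMSO wells with RBBP9 for no effect and wells lacking RBBP9 protein for full effect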
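Test system: recombinant human RBBP9. Quantity: 2.5 µM RBBP9 dispensing solution, before mixing. Detection: FP readout at 525/598 nm. Reagent: Serine-hydrolase probe FP-Rh, 375 nM pre-mixing. Measure: % inhibition. Control set: DMSO-treated enzyme wells and wells lacking RBBP9. Buffer or medium: Tris-NaCl-Pluronic buffer, pH 8.0. Times: preincubation 30 min plus labeling 45 min at 25 °C.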
NPY2 pot ag: human NPY-Y2 potentiation or agonism, primary screen | cells expressing NPY-Y2, potentiator/agonist read-out | activation, % at 3.6 µM | hit rate 0.45% among 220,000 | AID 1359; in the data active = activation above about 27%;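 note: cells stimulated with NPY near EC25 plus isoproterenol at EC100; 0% = vehicle plus submaximal agonist and 100% = vehicle plus saturating agonist; some results beyond the cut were filed as inactive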
Target sequence (P49146 whole entry, looked up): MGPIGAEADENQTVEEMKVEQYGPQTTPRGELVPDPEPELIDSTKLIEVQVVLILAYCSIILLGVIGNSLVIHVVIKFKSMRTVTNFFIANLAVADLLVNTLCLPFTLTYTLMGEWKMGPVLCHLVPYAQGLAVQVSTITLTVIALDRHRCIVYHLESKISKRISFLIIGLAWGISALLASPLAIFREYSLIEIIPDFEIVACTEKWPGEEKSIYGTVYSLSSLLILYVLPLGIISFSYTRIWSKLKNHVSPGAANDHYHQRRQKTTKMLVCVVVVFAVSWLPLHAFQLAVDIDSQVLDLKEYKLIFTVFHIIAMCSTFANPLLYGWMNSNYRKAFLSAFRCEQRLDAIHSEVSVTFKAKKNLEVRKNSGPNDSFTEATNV
MDM2 E3 inh: blocks human Mdm2 ubiquitin ligase activity | cell-based MDM2 ubiquitination luciferase reporter, 2 h; 0 = plate control, 100 = twice control, blank-subtracted | signal enhancement, % at 5 µM | hit rate 0.11% among 210,000;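 active = signal enhancement of 30% or more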;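 note: luminescence tracks abundance of the self-degrading MDM2-luciferase fusion protein; higher signal means inhibition of MDM2 E3 ligase activity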
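Assay system: mammalian cells stably expressing self-ubiquitinating, self-degrading MDM2 E3–luciferase fusion. Quantity: 2000 cells in each well. Medium: DMEM culture medium. Compound dosing: single-point 5 µM. Timing: cell settling 4 h, compound treatment 2 h, both 37 °C. Technique: luciferase luminescence. Read-out basis: percent signal gain over controls, blank-subtracted. Benchmarks: plate controls and plate blanks.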
p97 ATPase inh: inhibitors of human p97 ATPase | P55072 | recombinant p97 ATPase, Kinase-Glo ATP luminescence, 3 h | inhibition, % at 8 µM | hit rate 0.42% among 220,000; in the data active = inhibition above about 15%;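 note: 0% = DMSO vehicle and 100% = wells lacking enzyme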
Hck-Nef inh: human Hck-Nef kinase inhibition; P08631; Recombinant Hck-YEEI plus Nef, Z-Lyte FRET kinase assay; inhibition, % at 20 µM; hit rate 0.68% among 220,000;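 active = Hck-Nef kinase inhibition above about 50%, limit read from the data; inactive = inhibition below that limit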;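 note: 0% = DMSO with Hck plus Nef and 100% = Hck alone without Nef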
NPY1 pot ag: potentiators or agonists of human neuropeptide Y receptor Y1. P25929. hit rate 0.37% among 220,000. NPY-Y1 expressing cells, potentiator/agonist activation. activation, % at 3.6 µM; in the data active = activation above about 33%, passing the limit was not always enough;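 note: cells stimulated with NPY at EC10 then isoproterenol at EC100; 0% = low agonist plus stimulus and 100% = saturating agonist plus stimulus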
Runt-SMMHC FRET: blocks binding of human RUNX1 Runt domain to CBFb-SMMHC; Cerulean-Runt/Venus-CBFb-SMMHC FRET ratio 530/480, 1 h; inhibition, % at 20 µM; hit rate 0.74% among 220,000; AID 1434;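 active = mean inhibition across duplicate retests at 20 µM reaching about 50%, limit read from the data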;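 note: 0% = DMSO wells and 100% = wells with excess untagged CBFb-SMMHC; inhibitors lower the FRET ratio by blocking Runt binding to CBFb-SMMHC; some results filed as inactive read as strong as hits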
Target sequence (Q01196 whole entry, looked up, the tested form may be a part): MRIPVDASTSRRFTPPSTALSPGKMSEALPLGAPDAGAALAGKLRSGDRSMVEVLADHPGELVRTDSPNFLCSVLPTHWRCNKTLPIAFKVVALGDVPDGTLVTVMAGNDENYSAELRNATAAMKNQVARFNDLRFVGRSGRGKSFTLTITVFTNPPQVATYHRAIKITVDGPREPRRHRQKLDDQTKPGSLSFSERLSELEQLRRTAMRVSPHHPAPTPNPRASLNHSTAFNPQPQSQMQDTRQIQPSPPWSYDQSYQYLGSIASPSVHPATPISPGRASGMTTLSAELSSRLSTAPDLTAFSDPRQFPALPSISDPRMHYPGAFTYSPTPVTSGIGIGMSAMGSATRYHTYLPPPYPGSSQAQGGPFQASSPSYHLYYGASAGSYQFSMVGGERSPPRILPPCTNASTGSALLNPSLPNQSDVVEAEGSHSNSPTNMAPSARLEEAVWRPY
Target sequence (Q13951 whole entry, looked up, the tested form may be a part): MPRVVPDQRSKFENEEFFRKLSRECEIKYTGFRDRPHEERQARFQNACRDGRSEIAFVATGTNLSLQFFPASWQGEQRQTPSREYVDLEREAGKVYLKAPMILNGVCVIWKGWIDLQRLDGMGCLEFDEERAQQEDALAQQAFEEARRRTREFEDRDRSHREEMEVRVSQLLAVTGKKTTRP
Runt-CBFb FRET: inhibitors of human RUNX1 Runt domain binding to CBFb; Q01196+Q13951; Cerulean-Runt/Venus-CBFb FRET ratio 530/480, 1 h; inhibition, % at 20 µM; hit rate 0.46% among 220,000;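 active = inhibition over about 50% at 20 µM in the single-dose screen, limit read from the data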;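 note: 0% = DMSO wells and 100% = excess unlabeled CBFb competitor control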
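Schedule: protein complex preformed 1 h, compound exposure 1 h, room temperature, dark; test system: Cerulean-labeled Runt domain protein; amount: 100 nM per protein; buffer or medium: Tris 50 mM pH 7.5, KCl, K2SO4, 0.01% BSA; read-out: loss of energy transfer signal; detection: FRET fluorescence; controls: 5 µM unlabeled CBFb as full-inhibition high control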
An asterisk follows results filed as active; · = not tested or not shown.

SMILES | NPY Y1 blocker | RBBP9 inh | NPY2 pot ag | MDM2 E3 inh | p97 ATPase inh | Hck-Nef inh | NPY1 pot ag | Runt-SMMHC FRET | Runt-CBFb FRET
O=C(NCc1ccccc1)Nc1cc(Cl)ccc1Cl | · | -10 | 2 | -5 | 10 | 11 | -24 | -3 | 2
O=C(NCCN1CCOCC1)/C(=C\c1ccc(Br)cc1)NC(=O)c1cccs1 | 1 | 7 | -6 | -5 | 5 | 3 | -7 | 28 | -1
CCC(C)(C(=O)NC1CCCCC1)N(Cc1ccco1)C(=O)CC1NC(=O)NC1=O (stereo unspecified) | -3 | -6 | 18 | 3 | -4 | -5 | 13 | 3 | 2
CC(=O)NC(c1ccc(F)cc1)c1cccnc1 (stereo unspecified) | -4 | 4 | -7 | · | -3 | 6 | -29 | 1 | -1
COc1cc(/C=C/CN2CCN(Cc3ccc(C)o3)C(CCO)C2)ccc1O (stereo unspecified) | 9 | -5 | -9 | -10 | -2 | 18 | 3 | 3 | 1
Cc1cccc(NC(=O)C(=O)NCCCc2ccccc2)c1 | 4 | -7 | 6 | 12 | 2 | 1 | -1 | 4 | -3
CC(C)C(=O)Nc1cccc(-c2cn3ccccc3n2)c1 | 3 | -12 | 0 | -7 | -5 | -1 | -13 | 0 | 1
CC1CCN(c2ccc(NC(=S)NC(=O)c3ccc(-c4cccc([N+](=O)[O-])c4)o3)cc2)CC1 | 3 | -10 | -10 | -8 | 4 | 5 | 8 | 3 | 15
Cc1ccc(C)c(NC(=S)N/N=C2/CCCCc3ccccc32)c1 | 1 | 3 | -5 | 5 | 1 | 0 | 8 | 1 | 4
CC1CCN(CC(O)COC2CCC(C(C)(C)C)CC2)CC1 (stereo unspecified) | 11 | 4 | -27 | -14 | -6 | 0 | -36 | 1 | 0

In another format: results already given.
SMILES	NPY Y1 blocker	RBBP9 inh	NPY2 pot ag	MDM2 E3 inh	p97 ATPase inh	Hck-Nef inh	NPY1 pot ag	Runt-SMMHC FRET	Runt-CBFb FRET
Cc1ccc(C)c(NC(=S)N/N=C2/CCCCc3ccccc32)c1	1	3	-5	5	1	0	8	1	4
CC1CCN(CC(O)COC2CCC(C(C)(C)C)CC2)CC1 (stereo unspecified)	11	4	-27	-14	-6	0	-36	1	0

Remaining list, next part:
SMILES | NPY Y1 blocker | RBBP9 inh | NPY2 pot ag | MDM2 E3 inh | p97 ATPase inh | Hck-Nef inh | NPY1 pot ag | Runt-SMMHC FRET | Runt-CBFb FRET
Nc1nc(NCc2ccccc2)nc(Nc2ccc(F)cc2)c1[N+](=O)[O-] | -6 | -7 | -8 | -4 | 1 | 0 | 4 | -5 | -2
Cc1cc(C(=O)CN2C(=O)c3ccccc3C2=O)c(C)n1Cc1cccs1 | 4 | -9 | 12 | · | 7 | 1 | 12 | -6 | 3
Cn1c(N)c(C(=O)COC(=O)c2cccs2)c(=O)n(C)c1=O | 1 | -4 | 13 | -10 | 4 | 1 | 22 | 0 | 4
Cc1cc([N+](=O)[O-])c(C(C)(C)C)cc1N | 5 | -7 | -10 | -26 | -3 | -20 | -3 | -2 | -2
CNC(=O)COC(=O)CNC(=O)c1cc(Cl)cc([N+](=O)[O-])c1 | 10 | 2 | -10 | -10 | 2 | 13 | 5 | -1 | -1
O=C(Cn1cnc2ccccc2c1=O)Nc1nc2ccccc2s1 | 12 | -7 | 9 | -5 | 0 | 23 | 6 | 2 | 1
CCC1C(C#N)=C(SCC(N)=O)NC2=C1C(=O)CC(C)(C)C2 (stereo unspecified) | · | 1 | -20 | 2 | 1 | 19 | 16 | 37 | 6
COc1ccc(C(=O)CN2C(=O)NC(C)(c3ccc(C)cc3)C2=O)cc1OC (stereo unspecified) | 1 | 0 | -6 | · | -3 | 0 | 10 | 4 | -1
CN1C(=O)C(CC(=O)Nc2ccccc2)S/C1=N/c1nccs1 (stereo unspecified) | 6 | -3 | -4 | -9 | 7 | 18 | 7 | 0 | 1
CCCn1c(SCC(=O)O)nc2ccccc21 | 8 | -6 | -13 | -3 | 1 | -1 | -28 | -2 | 2
Cc1ccc(C(=O)Nc2oc(-c3ccccc3)cc2C#N)cc1 | 18 | -9 | -10 | 0 | -1 | 1 | -21 | -3 | 4
O=C(C1CCCN(S(=O)(=O)Cc2ccccc2)C1)N1CCCCC1 (stereo unspecified) | -1 | -6 | 3 | -2 | -5 | 2 | -10 | -4 | 0
O=C(Cn1c(=O)[nH]c2ccsc2c1=O)NC1CCCCC1 | 13 | -8 | 14 | -16 | 3 | 1 | 26 | 0 | 1
CN(Cc1ccccc1)S(=O)(=O)c1ccc(NC(=S)NC(=O)C(C)(C)C)cc1 | 8 | -2 | -2 | -2 | -5 | -1 | 2 | 4 | 2
COC(=O)c1cc(OC)c(OC)cc1NC(=O)c1cc(C)on1 | -4 | -8 | -7 | · | 3 | 0 | 2 | · | ·
OCCNc1nc2ccccc2n1CC(O)c1ccccc1 (stereo unspecified) | 4 | -7 | 0 | -4 | 2 | 20 | 14 | 4 | 0
COc1cccc(OCC(O)CO)c1 (stereo unspecified) | 12 | -3 | -3 | -11 | 2 | 0 | -24 | -3 | 1
CC(O)Cc1cn(CC(=O)N2CCN(C(=O)OC(C)(C)C)CC2)nn1 (stereo unspecified) | -3 | -1 | -6 | · | 4 | -9 | 8 | -6 | 2
Clc1ccc(Cn2ccc(-c3ccc4c(c3)OCO4)n2)cc1Cl | 10 | -20 | -14 | -8 | 1 | 0 | -19 | -6 | -2
Cc1ccc(NC2(C(F)(F)F)N=C(c3ccccc3)NC2=O)nc1 (stereo unspecified) | 12 | -5 | 3 | -3 | 6 | -1 | -12 | 1 | 1
CNC(=O)c1ccccc1NC(=O)c1ccco1 | 4 | -7 | -4 | -12 | -5 | 4 | -20 | 0 | 0
N#CCC(=O)Nc1ccccc1C(=O)O | 3 | -5 | -2 | -12 | 4 | -2 | 8 | -1 | -2
CC(NC(=O)Nc1ccccc1)C(c1cccs1)N1CCN(C)CC1 (stereo unspecified) | 9 | -6 | -10 | -11 | -6 | -8 | -7 | 2 | 3
O=C(NCc1cccnc1)C(=O)NCC1OCCN1S(=O)(=O)c1cc(F)ccc1F (stereo unspecified) | · | -5 | -5 | -9 | -2 | 20 | 11 | 1 | 1
CC(O)CNCCCOc1ccccc1OCc1ccccc1 (stereo unspecified) | 12 | -3 | -11 | -5 | 0 | 18 | -19 | 1 | 0
COC(=O)c1ccccc1NC(=O)CSCC(=O)Nc1ccc(F)cc1 | 0 | 1 | -5 | -4 | 0 | 1 | -2 | -1 | -1
COCCNCCCOc1ccc(C)cc1Br | 16 | -6 | -9 | -1 | 1 | 15 | 6 | -5 | 2
CCc1cccc(C)c1NC(=O)C1CCCO1 (stereo unspecified) | 3 | 6 | 10 | 3 | 7 | -3 | 11 | -3 | 0
Cc1ccc(NC(=O)Cn2c(=O)n(CCCC(=O)NCc3ccco3)c(=O)c3ccccc32)cc1 | -3 | 1 | 2 | -8 | -1 | -1 | -7 | 0 | 0
COc1ccc2cc3cc(C(=O)NCc4ccc5c(c4)OCO5)oc3nc2c1 | 6 | -17 | -21 | -6 | 4 | 7 | -47 | -11 | -4
CC(C)c1ccc(S(=O)(=O)Nc2ccc(SC(F)F)cc2)cc1 | 0 | -5 | -7 | -13 | -4 | -1 | 8 | 3 | -1
COCCn1c(SCc2cccnc2)nnc1-c1c[nH]c2ccccc12 | 0 | -11 | 19 | -15 | -1 | 0 | 12 | -1 | 1
COc1cc(=O)n2c(-c3ccccc3)csc2n1 | 3 | -9 | 8 | -18 | 4 | 0 | 7 | 0 | 0
CCOc1ccc(NC(=O)C2=C(C)C(=O)OC23CCC(C)CC3)cc1 (stereo unspecified) | 1 | -9 | 7 | -14 | -1 | -1 | -8 | -2 | -1
COc1ccc(-c2nnc(SCC(=O)NCc3cccs3)n2CC(C)C)cc1 | 3 | -1 | 7 | -3 | -4 | -2 | -6 | -2 | 1
CC(=O)OC(C)(C)C#CCN1CCCC1 | 5 | 3 | 0 | -16 | 2 | -1 | 6 | 3 | -1
O=C(CCN1CCCCC1)NNC(=S)NC(=O)c1ccc(Br)cc1 | 5 | -8 | -9 | -11 | -7 | 10 | -16 | 2 | 7
Cc1cc(N2C(=O)C3C4CC(C(Br)C4Br)C3C2=O)no1 (stereo unspecified) | 3 | -3 | 4 | -18 | 5 | 2 | -14 | -4 | 0
COc1ccc(CCC(=O)Nc2cccc(S(=O)(=O)N(C)C)c2)cc1OC | -1 | 1 | 11 | 6 | -3 | 5 | -3 | -1 | -1
COc1ccc(NC(=O)CSc2nnc(-c3cccnc3)n2Cc2ccco2)c(OC)c1 | -3 | 1 | 11 | -7 | 3 | -4 | 7 | 5 | 8
CC(C)CNCC1OCc2ccccc2CO1 | · | -3 | -4 | -9 | 2 | 8 | -4 | -2 | 0
Cn1nnnc1NCc1cccc(Cl)c1Cl | -1 | -6 | 11 | -8 | 5 | 9 | 19 | -2 | 0
Cn1nc(C(=O)NCCc2ccc(S(N)(=O)=O)cc2)c2ccccc2c1=O | · | -8 | -6 | -10 | 1 | 0 | 7 | 1 | 1
O=C(CSc1nc2ccccc2s1)NCCOc1ccccc1 | 7 | -3 | -14 | -9 | 1 | 1 | -19 | 0 | 1
CCOc1ccc(N(CC(=O)NC(C)(C)C)C(=O)c2ccco2)cc1 | 8 | -7 | -10 | -21 | -4 | 0 | 12 | 0 | -2
N#Cc1ccc(CSc2nnc(COc3ccccc3)n2-c2ccccc2)cc1 | 2 | -7 | -6 | -8 | -3 | 2 | 10 | 0 | 1
c1ccc(-c2csc3ncn4nnnc4c23)cc1 | -4 | 7 | -8 | -15 | 5 | 9 | -26 | 0 | 0
Cc1cccc(C(=O)NN2S(=O)(=O)c3ccccc3S2(=O)=O)c1 | 1 | -1 | 7 | -7 | 9 | 20 | 8 | 33 | 0
CCOC(CCn1c(SCc2ccc([N+](=O)[O-])cc2)nc2ccccc2c1=O)OCC | -1 | 1 | -2 | 4 | 1 | 2 | -17 | 2 | -2
Cc1ccc(NC(=O)Cn2c(=O)c(C)nc3ccccc32)cc1 | -4 | -6 | 2 | -21 | 4 | -6 | 2 | -7 | -2
